B2AR arrestin: beta2AR (human) beta-arrestin recruitment activity | Potency, µM (doses to about 46.1 µM), for the others: at the highest dose activation, actives largely listed as activators | beta-arrestin recruitment to beta2AR, cell-based reporter | AID 492947 | actives 0.02% (n = 330,000) | P07550;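 note: potency is the fitted concentration of half-maximal effect; 0% = DMSO controls and full agonism = EC100 isoproterenol or metaproterenol; nearly all actives have a fitted effect of over 65% in size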
Target sequence (P07550 whole entry, looked up): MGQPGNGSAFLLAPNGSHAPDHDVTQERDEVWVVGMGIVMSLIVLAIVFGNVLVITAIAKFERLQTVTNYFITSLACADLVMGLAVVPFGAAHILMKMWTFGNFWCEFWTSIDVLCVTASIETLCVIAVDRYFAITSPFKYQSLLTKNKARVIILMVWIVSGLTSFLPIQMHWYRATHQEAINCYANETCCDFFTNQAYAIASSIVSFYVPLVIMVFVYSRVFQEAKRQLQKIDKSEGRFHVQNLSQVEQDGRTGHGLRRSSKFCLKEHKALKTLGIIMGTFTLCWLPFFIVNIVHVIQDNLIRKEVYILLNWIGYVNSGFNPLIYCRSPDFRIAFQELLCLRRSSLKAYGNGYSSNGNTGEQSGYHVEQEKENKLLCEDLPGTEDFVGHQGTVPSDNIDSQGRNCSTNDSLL
TRPV1 ag: human TRPV1 agonism; TRPV1-expressing cells, Fluo-8 calcium influx, agonist mode; activation, % at 8.33 µM; AID 540275; actives 0.19% (n = 320,000); in the data active = activation above about 80%; inconclusive = between about 30% and that limit; note: 0% is about no effect
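TRPV1-expressing cells were cultured overnight at 35.5C and loaded with Fluo-8 calcium dye for 40 to 90 min at room temperature. After a 10 s baseline, compound was added and calcium influx was read kinetically for 3 min (ex 480/em 520 nm).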
TSG101-PTAP inh: blocks PTAP/TSG101 interaction to inhibit HIV-1 budding; Q99816; Fluorescence polarization, FITC-PTAP peptide / Tsg101 binding; Potency, µM (series often up to 115 µM), without a hit: at the top dose activity change, negative = inhibition, actives largely listed as inhibitors; 340,000 tested, under 10 active; active = well fitted inhibition curve with a large enough effect in the main read-out, with a control signal flat, not every such curve was filed as active; inconclusive = small, poorly fitted or top-dose-only effect, or effect the other way, or a change in a side signal; inactive = no such curve, though single readings can be large or run the other way; note: potency is the fitted concentration of half-maximal effect; % of control where 0% means no effect
Target sequence (Q99816 whole entry, looked up): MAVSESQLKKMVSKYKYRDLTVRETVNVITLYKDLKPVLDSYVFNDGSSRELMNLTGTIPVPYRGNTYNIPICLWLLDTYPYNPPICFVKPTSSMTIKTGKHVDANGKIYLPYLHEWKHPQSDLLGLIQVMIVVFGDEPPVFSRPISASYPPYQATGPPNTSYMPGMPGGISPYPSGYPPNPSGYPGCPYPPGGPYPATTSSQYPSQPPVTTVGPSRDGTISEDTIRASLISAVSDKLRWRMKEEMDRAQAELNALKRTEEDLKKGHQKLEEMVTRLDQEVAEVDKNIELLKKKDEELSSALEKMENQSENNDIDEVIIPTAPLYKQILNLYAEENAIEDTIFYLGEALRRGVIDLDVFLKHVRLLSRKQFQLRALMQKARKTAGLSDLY
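Compounds were pin-transferred onto Tsg101 binding domain (10 uM final) in HEPES pH 7.5 buffer, then FITC-PTAP peptide was added at 50 nM final. After 20 min at RT, polarization reported peptide displacement across a qHTS concentration series.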
MLL CXXC-DNA inh: MLL CXXC-DNA interaction inhibition; Q03164; Potency, µM (highest dose often 115 µM), inactives show at the highest dose activity change, negative = inhibition, most hits filed as inhibitors; MLL-CXXC / FITC-HOXA9 DNA fluorescence polarization; AID 2662; actives 0.037% (n = 290,000); active = well fitted inhibition curve with a large enough effect in the polarisation, with a control signal flat, not every such curve was filed as active; inconclusive = small, poorly fitted or top-dose-only effect, or effect the other way, or a change in a side signal; inactive = no such curve, though single readings can be large or run the other way; the % refers to the polarisation; note: potency is the fitted concentration of half-maximal effect
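Fluorescence polarization: 7 uM MLL-CXXC (stock) preincubated 5 min with compounds, then 50 nM fluorescein-HOX-A9 DNA (stock) added; 30 min ambient. Buffer 50 mM Tris-HCl pH 7.5, 50 mM NaCl, 1 mM DTT, 0.05% BSA.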
p53 reactivator: mutant p53 re-activation in reporter cells. actives 0.063% (n = 320,000). Potency, µM (series often up to 92.2 µM), inactives show at the top dose activity change, positive = activation, actives largely listed as activators. H1299 p53-A138V BP100-luciferase reporter, luminescence, 24 h. AID 504706; note: potency is the fitted concentration of half-maximal effect; % of control where 0% means no effect; nearly all actives have a fitted effect of over 45% in size
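H1299 (p53-null), stable ts p53-A138V + BP100-Luc; 1000 cells/well, Opti-MEM/10% FBS; cpd 4 pt, 1:5; 24 h, 37 deg C, 5% CO2; detection reagent 10 min RT; luminescence.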
TCR act: activators of T cell receptors. primary human leukocytes, anti-CD3, IL-2 HTRF, 48 h. Potency, µM (highest dose often 9.22 µM), without a hit: at the top dose activation of IL-2 secretion, hits mostly activators. 330,000 tested, under 10 active. AID 504894; note: % of control where 0% means no effect
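Human primary leukocytes + a-CD3 beads + cpd, 48 hr; IL-2 in supernatant by HTRF (ex 320nm / em 665nm). No co-stimulatory signal supplied.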
Integrin act MD: integrin-mediated muscular dystrophy alleviation activation; alpha7betagal myoblasts, beta-gal FDG fluorescence, 48 h; Potency, µM (top dose mostly 38.3 µM), for inactives: top-dose activation, most hits filed as activators; actives 0.064% (n = 350,000); AID 624291;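 note: potency is the fitted concentration of half-maximal effect; 100% = response of the positive control SU9516; nearly all actives have a fitted effect of over 60% in size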
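Alpha7betagal+/- myoblasts (passage 13) were plated 16-24 hr, then exposed to compounds (1:260 dilution of DMSO stock) for 48 hours at 37C. After MPER lysis, β-galactosidase reporter activity was read as FDG fluorescence (ex 480/em 540) after 30 minutes.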
AT treatment: potential ataxia-telangiectasia treatment. […] A-T fibroblasts, KAP-1 phosphorylation AlphaLISA; neocarzinostatin DNA damage 30 min before lysis. Potency, µM (doses to about 57.5 µM), for inactives: at the top dose activation, hits mostly activators. actives 0.19% (n = 320,000); note: potency is the fitted concentration of half-maximal effect; % of control where 0% means no effect; nearly all actives have a fitted effect of over 45% in size
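ATM-like activity read as KAP-1 phosphorylation via AlphaLISA donor/acceptor antibody pairs after lysis and 6 hr at 25C. Cells were ATM-null patient fibroblasts ([…], hTERT), dosed 60 min, then exposed to the DSB inducer NCS for 30 min.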
ELG1 DNA repair: inhibitors of ELG1-dependent DNA repair in HEK293T cells; HEK293T ELG1-luciferase reporter, luminescence, 16 h; DNA damage induced by 5-fluorouridine; Potency, µM (series often up to 46.1 µM), inactives show at the top dose activity change, negative = inhibition, hits mostly inhibitors; actives 2.3% (n = 330,000); note: potency is the fitted concentration of half-maximal effect; % is set by controls: 0 for no effect and ±100 for the full control effect; nearly all actives have a fitted effect of over 55% in size
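Cells (2,000 per well) received 5-fluorouridine plus test compound or DMSO and were incubated 16 hr at 37 °C, 5% CO2. Luciferase activity was read by luminescence 30 min after ONE-Glo addition; signal suppression marked inhibition of damage-induced ELG1 function.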
BRCA1 expr act: activators of BRCA1 expression. MCF7-BRCA1-FFLuc reporter, luminescence, 48 h; response scale: scaled: vehicle 0%, 10 µM genistein 100%. AID 624202. Potency, µM (titrated, usually from 46.1 µM), without a hit: at the highest dose activation, actives largely listed as activators. actives 1.1% (n = 380,000); note: potency is the fitted concentration of half-maximal effect; nearly all actives have a fitted effect of over 80% in size; some results filed as inactive show a strong effect at the top dose
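Activators of BRCA1 expression were detected as increased firefly luciferase luminescence in engineered MCF7 cells after 48 h compound incubation. Signals were scaled to genistein 10 microM as full activation.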
Starred values were filed as active, the others as inactive; ? = inconclusive; . = no result given; [ ] = remark or other dose. Unless noted, calls come from the whole dose curve; as a rule, active = well fitted curve in the direction sought with a large enough effect; inconclusive = small, poorly fitted or top-dose-only effect, or another doubt; inactive = no such curve, though single readings can be large; an effect the other way counts as inactive or inconclusive.

Under each structure – B2AR arrestin | TRPV1 ag | TSG101-PTAP inh | MLL CXXC-DNA inh | p53 reactivator | TCR act | Integrin act MD | AT treatment | ELG1 DNA repair | BRCA1 expr act
#1 O=C(NCc1ccc2c(c1)OCO2)C1CCC(=O)N1C1CCCCC1 (stereo not given)
 : -0.3% | -3 | -2% | -8% | -5% | -2% | 2% | 2% | 3% | 0%
#2 Cc1ccc(OCCNC(=O)c2cc(-n3cnnc3)ccc2Cl)cc1C
 : -0.5% | 8 | -5% | -7% | 0% | -3% | -17% | -2% | 9% | 8%
#3 Cc1ccc2nc(-c3ccc(NC(=S)NCCC(C)C)cc3)sc2c1
 : . | . | 3% | . | . | 8% | 20% | . | . | 89%
#4 CCO[C@H]1OC(C(=O)NC2CC2)=C[C@@H](C)[C@@H]1CCCO
 : 2.9% | 1 | . | -11% | -2% | 1% | 17% | -1% | 11% | 11%
#5 Cc1cccc(C(=O)NNC(=O)c2ccco2)c1
 : 0.1% | -5 | 0% | 1% | 12% | -3%[46.1 µM] | 11% | 1% | ? | 25%
#6 CCCN(CCC)CCNC(=O)CCC(=O)Nc1ccc2nc(N3CCN(C)CC3)cc(C)c2c1
 : -0.1% | -1 | 1% | 5% | 15% | 4% | -45%[inhibitor] | -1% | 22% | -3%
#7 O=C(CCNC(=O)c1ccco1)Nc1ccc(SC(F)F)cc1
 : -0.6% | 3 | -4% | -5% | 5% | . | 26% | 11% | 2% | 58%
#8 O=C1CC(N2CCOCC2)C(=O)N1CCN1C(=O)CC(N2CCOCC2)C1=O (stereo not given)
 : 0.0% | 4 | -4% | -5% | -8% | -3% | 4% | 6% | 1% | 4%
#9 CCC(C)[C@H](NC(=O)NCc1ccccc1Cl)C(=O)OC (stereo not given in full)
 : 0.2% | 2 | -2% | 16% | 1% | 12% | 31% | 14% | ? | 9%
#10 Cc1ccc2c(O)c(C)c(=O)[nH]c2n1
 : 0.2% | 1 | -4% | ? | 0% | 6% | 3% | 5% | 11% | 1%
#11 COc1ccc2c(c1)C(=O)N1[C@H]3c4cc(OC)ccc4OC[C@@H]3[C@H](c3ccccc3)[C@]1(C)C(=O)N2
 : -0.8% | 9 | 0% | . | -8% | -1% | -18% | 0% | -22% | -33%
#12 CC1CCCN(CCOCCSc2ccccc2)C1 (stereo not given)
 : -0.6% | 1 | -1% | 13% | -7% | -7%[46.1 µM] | -20% | -2% | -2% | -32%
#13 O=C(NCCCN1CCCC1=O)c1cccc(NS(=O)(=O)c2ccccc2)c1
 : 0.3% | 0 | 2% | . | -4% | -1% | 2% | -6% | 17% | -3%
#14 COc1cccc(CC(=O)OCC(=O)NC(C)c2ccc(F)cc2)c1 (stereo not given)
 : 0.2% | ? | -2% | . | 3% | 4% | -8% | 3% | 17% | 6%
#15 Cn1c(-c2sc3cc(C(F)(F)F)cnc3c2-c2ccccn2)n[nH]c1=S
 : -0.6% | 1 | -4% | -7% | 1% | 4% | -8% | -12% | 12% | 9%
#16 O=C(NCc1cccnc1)c1cccc(S(=O)(=O)N2CCCC2)c1
 : 0.1% | -1 | 2% | -9% | 1% | 9% | -8% | 10% | -3% | -4%
#17 O=C(Nc1cccc(NC(=O)c2ccc(-c3ccc(Br)cc3)o2)c1)c1ccco1
 : 0.3% | 5 | -4% | 13% | 8% | -10%[46.1 µM] | -3% | -1% | 9.2µM* | 6%[1.84 µM]
#18 Cc1sc2ncnc(N3CCC(C(=O)NNC(=O)COc4cccc(C(F)(F)F)c4)CC3)c2c1C
 : -0.6% | 1 | -2% | . | -10% | -1% | -15% | -13% | ? | -41%
#19 CSc1ccc(CN2CCC(n3nccc3NC(=O)CCCc3ccccc3)CC2)cc1
 : -0.9% | 5 | -4% | 5% | 1% | 10% | -38% | 4% | -16% | -5%
#20 Clc1cccc(-c2nnc3n2CCCCC3)c1
 : -0.1% | 3 | 2% | -2% | 4% | -4% | 0% | 2% | 3% | -6%

Next part.
Under each structure – B2AR arrestin | TRPV1 ag | TSG101-PTAP inh | MLL CXXC-DNA inh | p53 reactivator | TCR act | Integrin act MD | AT treatment | ELG1 DNA repair | BRCA1 expr act
#21 Cc1c(C(=O)OCC(=O)Nc2ccc(C(N)=O)cc2)cccc1[N+](=O)[O-]
 : -0.3% | 3 | 0% | -1% | -1% | 0% | -12% | 3% | 4% | -6%
#22 COc1cc2cc(CN(CCO)S(=O)(=O)c3ccccc3Cl)c(=O)[nH]c2cc1OC
 : -0.7% | -2 | -7% | 0% | -2% | 7% | -11%[7.66 µM] | 8% | 0% | 11%
#23 S=C(NCCc1ccccc1)N/N=C/c1ccc(Cl)cc1
 : -0.2% | 1 | -7% | -16% | 5% | 3% | -35% | -9% | 3% | -55%
#24 c1ccc2nc(N3CCOCC3)cnc2c1
 : 0.1% | -4 | -1% | 1% | 11% | 0% | 0% | -4% | ? | 101%
#25 CCn1c(SCC(=O)N2c3ccccc3Sc3ccccc32)nc2c1c(=O)n(C)c(=O)n2C
 : 0.3% | 0 | -9% | 3% | -10% | 5% | 4% | 5% | 15% | -39%
#26 Cc1sc(NC(=O)/C=C/C(=O)O)c(C(N)=O)c1-c1ccc(C(C)(C)C)cc1
 : -0.1% | -2 | -10% | -1% | 5% | 4%[46.1 µM] | -20% | -12% | 1% | -41%
#27 CC1CCCN(c2ncnc3c2cnn3-c2ccc(Cl)cc2)C1 (stereo not given)
 : 0.3% | 7 | -1% | -5% | -9% | -2% | 0% | ? | ? | -54%
#28 Cc1cc(C(=O)CSc2nnc(-c3cccs3)n2Cc2ccccc2)c(C)n1C
 : -0.4% | 2 | -4% | 12% | -5% | -1% | 13% | 18% | ? | -10%
#29 O=C(NCc1cccnc1)Nc1ccc(Br)cc1Cl
 : 0.2% | -1 | -3% | -10% | -7% | 0% | -47%[inhibitor] | -10% | 29% | 0%
#30 CC(OC(=O)c1nc(Cl)ccc1Cl)C(=O)c1ccccc1 (stereo not given)
 : 0.0% | 4 | -2% | . | 3% | 0% | ? | 3% | 11% | 1%
#31 COc1ccc(Cl)cc1NC(=O)CN(C)C(=O)CNC(=O)C12CC3CC(CC(C3)C1)C2
 : -0.9% | 1 | 0% | -4% | -5% | -2% | -11% | 2% | -6% | -39%
#32 Cc1ccc(NC(=O)CNC(=O)c2cccc(Cl)c2)nc1
 : 0.0% | 2 | -2% | . | 14% | 0% | 2% | 3% | 20% | 60%
#33 O=C(NCc1cccc(Br)c1)C1CC2Cn3c(nc4ccccc43)C2N1Cc1ccccc1 (stereo not given)
 : . | . | -2% | . | . | 1% | 19% | . | . | -22%
#34 CCOC(=O)c1c(-c2ccccc2)nc2c(C)cccn12
 : -0.9% | 1 | -3% | 2% | 5% | -2% | 2% | 11% | -17% | 0%
#35 CC1CCN(C(=S)c2ccc(O)cc2)CC1
 : -0.4% | 0 | -3% | -7% | 1% | 0% | -6% | -5% | 13% | 6%
#36 N#Cc1ccc(-c2ccc(OCC(O)CN3CCCCC3)cc2)cc1 (stereo not given)
 : 0.1% | 0 | -1% | 5% | -4% | 1% | -36% | 0% | ? | -16%
#37 Cc1ccc(S(=O)(=O)CC(CN2CCCCC2)N2CCCCC2)cc1 (stereo not given)
 : -0.1% | 6 | -1% | 0% | -10% | -7% | -68%[inhibitor] | 32% | ? | -98%
#38 C=C(C)Cn1c(CCNC(=O)CC)nc2ccccc21
 : -0.7% | 0 | -6% | 4% | 1% | 1%[46.1 µM] | 16% | -1% | 7% | 0%
#39 O=C(NCc1ccccc1Cl)c1nnc(CS(=O)(=O)c2ccccc2)o1
 : -0.2% | 2 | 1% | . | . | -6% | 1% | -3% | ? | -13%
#40 COc1ccc(C(=O)N(CCCO)Cc2cc3c(C)ccc(C)c3[nH]c2=O)cc1OC
 : 0.1% | 2 | -3% | -5% | -12% | -9% | -4% | 7% | 0% | -20%

Later entries:
Under each structure – B2AR arrestin | TRPV1 ag | TSG101-PTAP inh | MLL CXXC-DNA inh | p53 reactivator | TCR act | Integrin act MD | AT treatment | ELG1 DNA repair | BRCA1 expr act
#41 CS(=O)(=O)N1CC2CCCN2c2cc(C(F)(F)F)ccc21 (stereo not given)
 : 0.0% | 19 | -2% | -6% | -2% | -7% | -32% | -4% | -16% | -12%
#42 CC(Oc1ccccc1F)c1nnc(SCC(=O)NCc2ccc3c(c2)OCO3)o1 (stereo not given)
 : -0.8% | 3 | -8% | . | -5% | 6% | -13% | -7% | -9% | -23%
#43 O=C(O)c1cccc2c1C(=O)N(c1ccc3c(c1)Cc1ccccc1-3)C2=O
 : . | . | -10% | . | . | -5% | 0% | . | . | -28%
#44 COc1ccc(C(CCN2CCOCC2)c2c(OC)cc(OC)c3c(C)cc(=O)oc23)cc1 (stereo not given)
 : 0.4% | 19 | . | 3% | -5% | 5% | -21% | -13% | ? | -12%
